ALOX12 inh: blocks human arachidonate 12S-lipoxygenase; hit rate 1.1% among 580,000; purified 12hLO, xylenol orange hydroperoxide absorbance; Potency, µM (top dose mostly 108 µM), without a hit: at the top dose activity change, negative = inhibition, usual class: inhibitors; AID 1671190; P18054; active = well fitted inhibition curve with a large enough effect; inconclusive = small, poorly fitted or top-dose-only effect, or another doubt; inactive = no such curve, though single readings can be large or run the other way
Target sequence (P18054 whole entry, looked up): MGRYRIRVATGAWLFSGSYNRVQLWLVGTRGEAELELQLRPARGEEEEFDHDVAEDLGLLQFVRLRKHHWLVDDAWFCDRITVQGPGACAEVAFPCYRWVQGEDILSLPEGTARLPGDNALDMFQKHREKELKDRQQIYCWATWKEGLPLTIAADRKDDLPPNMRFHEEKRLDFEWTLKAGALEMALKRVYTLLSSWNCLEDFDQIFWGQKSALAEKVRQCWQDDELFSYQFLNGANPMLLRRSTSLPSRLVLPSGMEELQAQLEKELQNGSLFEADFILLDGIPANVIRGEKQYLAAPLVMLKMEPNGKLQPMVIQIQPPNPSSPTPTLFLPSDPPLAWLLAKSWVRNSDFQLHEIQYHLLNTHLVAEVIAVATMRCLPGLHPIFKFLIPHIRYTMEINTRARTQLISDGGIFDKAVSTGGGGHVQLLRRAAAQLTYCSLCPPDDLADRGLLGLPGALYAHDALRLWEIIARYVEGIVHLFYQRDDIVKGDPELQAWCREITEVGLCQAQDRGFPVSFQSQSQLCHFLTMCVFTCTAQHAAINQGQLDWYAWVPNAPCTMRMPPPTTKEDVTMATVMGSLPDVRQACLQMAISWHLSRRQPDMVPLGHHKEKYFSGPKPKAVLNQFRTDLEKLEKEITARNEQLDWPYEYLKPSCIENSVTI
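Hydroperoxide product was detected by ferrous iron/xylenol orange as the 573 to 405 nm absorbance ratio. Arachidonic acid at 40 uM (final) was turned over for 30 min at room temperature by 150 nM human 12hLO, pH 7.0 Hepes buffer, after 15 min compound preincubation.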
An asterisk follows results filed as active; ? = inconclusive; [ ] = remark or other dose. % is set by controls: 0 for no effect and ±100 for the full control effect; potency is the fitted concentration of half-maximal effect. An excerpt (hit frequency here may not be typical).

SMILES | ALOX12 inh
Cn1c(=O)[nH]c(=O)c2c1nc(N1CCN(c3cccc(Cl)c3)CC1)n2Cc1ccccc1 | ?
Cc1ccc(CN2CCCCC23Cc2ccccc2CNC3=O)cc1C (stereo not drawn) | ?
COc1ccc(C2(C(=O)N3CCN(Cc4ccccc4)CC3)CCOCC2)cc1 | 4%[6.33 µM]
Cc1ccc(CN(C)Cc2ccccc2)o1 | 11%
O=C([C@@H]1C[C@H](Oc2cccnc2)CN1C(=O)c1ccncc1)N1CCCC1 | 45%[activator]
Cn1c(=O)c2c(-c3ccccc3Br)[nH]cc2n(C)c1=O | -18%
Fc1cc(CSc2nnc(C3CC3)n2C2CC2)c2ncccc2c1 | -3%
COc1ccc2c(c1)OCC(CNC(=O)c1cc(-c3ccncc3)n[nH]1)C2 (stereo not drawn) | 19%
O=C(c1ccc(C(F)(F)F)cc1)N1CCC2(CC(c3cccc(C(F)(F)F)c3)=NO2)C1 (stereo not drawn) | ?
COc1ccccc1N1CCN(c2ncccc2CNC(=O)C2COC(=O)N2)CC1 (stereo not drawn) | 19%
O=C(CCc1ncc(-c2ccccc2)o1)NCCc1ccc(F)cc1 | -66%
COc1cc(-c2cccc(OC)c2OC)cc2c1OCCN(Cc1cn[nH]c1-c1ccc(Cl)cc1)C2 | 0%
O=C(CCc1c[nH]c2ccccc12)N1CCN(C(=O)C2CC2)CC1 | -18%
CCCN(C(=O)Cn1nc(Cc2ccncc2)c2ccccc2c1=O)c1ccc(OCC)cc1 | -10%
C1CC(Cc2noc(C3CCOCC3)n2)CN1 (stereo not drawn) | 49%[activator]
CC(=C1N=C(c2ccccc2)OC1=O)c1cccs1 | 8%
Cc1ccccc1C(=O)NCCC(=O)NCc1coc(-c2cccs2)n1 | -8%
O=C(N[C@@H]1CN(C(=O)c2cc(-c3ccc(F)cc3)n[nH]2)CC[C@@H]1CO)C1CC1 | ?
Cc1cc(CNC(=O)[C@@H]2CCC[C@@H](NCc3nccn3C)CN(C)C(=O)C2)no1 | 16%[176 µM]
CN(Cc1cccn1C)C(=O)Nc1ccc(Cl)cc1 | -21%[176 µM]
COc1ccc(CNC(=O)c2c(C)noc2-c2cccs2)cc1 | 51%[activator]
CCc1nc(NCCCO)c(C#N)c2c1CCCC2 | 21%
CCC(C)[C@H]1CNC(=O)C(=O)N1CCc1cccc2ccccc12 (stereo partly drawn) | 6%
O=C(Nc1ccc(F)cc1)c1ccc2c(Cl)c3c(nc2c1)CCCC3 | 2%
CCC(=O)N1CCC(n2c(C)cnc2C2CC2)CC1 | 46%[activator]
COc1ccccc1NC(=O)N1CCc2cc(OC)c(OC)cc2C1CNC(=O)C1CCCC1 (stereo not drawn) | 22%
CCC(=O)Nc1cccc(C(=O)Nc2nnc(C3CC(=O)N(c4ccc(C)c(C)c4)C3)s2)c1 (stereo not drawn) | ?
CCc1ccc(CN(C(=O)c2nc(S(C)(=O)=O)ncc2Cl)C2CCS(=O)(=O)C2)cc1 (stereo not drawn) | -19%
COc1cccc(C(=O)N2CC(Oc3ccc(-c4nc(-c5ccccc5)no4)cc3)C2)c1 | 10%
COc1ccc(-c2cccc3c2OC(CNC(=O)c2ccc4c(c2)OCO4)C3)nn1 (stereo not drawn) | 2%
Cc1noc(C)c1-c1cc2cc(CN(C)C)oc2c(Nc2cccnc2)n1 | 17%[176 µM]
COCCn1ncc(N2CCC(C(=O)N(C)Cc3ccc(N4CCN(C)CC4)cc3)C2)cc1=O (stereo not drawn) | 50%[activator]
Cc1nc2c(NS(=O)(=O)c3ccc(Cl)cc3)cccn2n1 | 15%
CNCc1nccs1 | ?
O=C(NC1=NC2(C=C3CCCCC3n3c(=O)n(-c4ccccc4)c(=O)n32)CN1CC1CC1)c1ccccc1 (stereo not drawn) | 36%[activator]
CN(C)C(=O)C1CN(C(=O)COc2ccccc2)CC12CCOCC2 (stereo not drawn) | 36%
COc1ccc(Cl)cc1C(=O)N1CCc2nc3cc(-c4ccccc4)[nH]n3c(=O)c2C1 | 5%
Cc1nc(N2CCCn3nc(CO)cc3C2)c(Cl)c(=O)[nH]1 | -6%
CCc1ccc(CN2CCCC3(Cc4ccccc4CNC3=O)C2)s1 (stereo not drawn) | ?
O=C(c1ccc(F)cc1)N1CCCC2(CN[S+](=O)([O-])c3ccccc3N2)C1 (stereo not drawn) | 21%
C=CCC1(CO)CCCN(Cc2cc(C3CCCCC3)no2)C1 (stereo not drawn) | 13%
CN(Cc1ccc(C(F)(F)F)cc1)C(=O)NCc1ccco1 | ?
O=C1NCC2(CCN([S+](=O)([O-])c3cccc(C(F)(F)F)c3)CC2)Oc2ccccc21 | 52%[activator]
COc1ccc(CC2CCOC3(CCN(C(=O)c4cc5ccccc5[nH]4)CC3)C2)cc1 (stereo not drawn) | 2%
O=C(NCc1cccnc1)c1ccc2c(c1)n(Cc1ccc(F)cc1)c(=O)c1ccnn12 | 8%

Copied from the listing (seven entries):
SMILES | ALOX12 inh
Cc1noc(C)c1-c1cc2cc(CN(C)C)oc2c(Nc2cccnc2)n1 | 17%[176 µM]
COCCn1ncc(N2CCC(C(=O)N(C)Cc3ccc(N4CCN(C)CC4)cc3)C2)cc1=O (stereo not drawn) | 50%[activator]
Cc1nc2c(NS(=O)(=O)c3ccc(Cl)cc3)cccn2n1 | 15%
CNCc1nccs1 | ?
O=C(NC1=NC2(C=C3CCCCC3n3c(=O)n(-c4ccccc4)c(=O)n32)CN1CC1CC1)c1ccccc1 (stereo not drawn) | 36%[activator]
CN(C)C(=O)C1CN(C(=O)COc2ccccc2)CC12CCOCC2 (stereo not drawn) | 36%
COc1ccc(Cl)cc1C(=O)N1CCc2nc3cc(-c4ccccc4)[nH]n3c(=O)c2C1 | 5%

(listing goes on)
SMILES | ALOX12 inh
Cc1ccc(N2NC3(CCCC(C)C3)NC2=S)cc1C (stereo not drawn) | ?
COc1cccc(S(=O)(=O)N2CCN(Cc3nc4cccnc4n3-c3cccc(C)c3)CC2)c1 | ?
COCC(=O)N[C@H]1C[C@@H](CO)N(Cc2ccccn2)C1 | 60%[activator]
Cc1[nH]ncc1CNC(=O)C1CCN(c2cnn(CC3CC3)c(=O)c2)C1 (stereo not drawn) | 11%
O=C(Cc1cccc(C(F)(F)F)c1)N1CCCc2ncc(C(=O)N3CCCC[C@@H]3Cc3ccccc3)cc21 | 17%
COc1cccc(NC(=O)CCC2CCN(S(=O)(=O)c3c(C)noc3C)CC2)c1 | 13%
Cc1cccc([S+](=O)([O-])N2CCC3(CC2)OCCN(C)C3=O)c1 | 4%[176 µM]
Cc1csc(CNC(=O)c2ccc3cc[nH]c3c2)n1 | -37%
COc1ccc2cc(C(=O)NCC3CC3)c(C)nc2c1 | ?
CN(CC(=O)NCc1nc(-c2ccccc2Cl)no1)S(=O)(=O)c1ccc2ccccc2c1 | -8%
Cn1c(=O)c2c(nc(NCc3ccc4c(c3)OCO4)n2Cc2cccc(F)c2)n(C)c1=O | 5%
COc1ccc(C2=CN(Cc3ccccc3)C(c3ccc(OC)cc3)CC2=O)cc1 (stereo not drawn) | -11%
O=S(=O)(Nc1nc2ccccc2nc1Nc1cccc(F)c1)c1ccccc1 | -28%
O=C(NC1CCC(C(F)(F)F)CC1)C1CCCO1 (stereo not drawn) | 15%
COc1ccc(C(=O)N2CCCN(C(=O)C3CC3)C(c3ccccc3)CC(=O)NCC2)cc1F (stereo not drawn) | 32%

Quoted at random: three compounds from above
SMILES | ALOX12 inh
COc1ccc(C2=CN(Cc3ccccc3)C(c3ccc(OC)cc3)CC2=O)cc1 (stereo not drawn) | -11%
O=C([C@@H]1C[C@H](Oc2cccnc2)CN1C(=O)c1ccncc1)N1CCCC1 | 45%[activator]
COc1ccc(CC2CCOC3(CCN(C(=O)c4cc5ccccc5[nH]4)CC3)C2)cc1 (stereo not drawn) | 2%

Going on with the list.
SMILES | ALOX12 inh
O=C(NCc1ccc(F)cc1)c1nn(-c2ccccc2)c2c1CCC2 | 4%
COc1ccc(CNC(=O)C2CCN(S(=O)(=O)c3cccc4cccnc34)CC2)cc1 | -16%
Cc1ccc(NS(=O)(=O)c2ccc(NN)c([N+](=O)[O-])c2)c(C)c1 | ?
CN(CCC#N)C(=O)CSc1ncc(-c2ccccc2)o1 | 26%
O=C(COc1ccc(F)cc1)NCc1nnc2ccc(-c3ccccc3)nn12 | 27%
CCCNC(=O)CCN(CCCOC)C(=O)c1cc(C)oc1C | 17%
CCc1ccccc1NC(=O)c1ncoc1-c1ccc(OC)c(OC)c1 | -29%
O=C(CSc1nc2ccccc2nc1N1CCCCC1)NC1CCCCC1 | 42%[activator]
Cc1ccc(CNC(=O)CN(C)C(=O)c2ccc3c(c2)nnn3C)cc1 | 13%
C#CCNC(=O)[C@@H]1Cc2cn(Cc3c(C)noc3C)c3cccc(c23)[C@H](CC(C)C)N1 | ?
COC1C(=O)N(CC2CC2)C12CCN(C(=O)Cc1cccc(F)c1)CC2 (stereo not drawn) | 32%[activator]
COc1ccc(CCNC(=O)c2ccc3nc(C)cn3c2)cc1 | 27%
O=C(O)C1Oc2ccccc2O1 | ?
O=S(=O)(c1ccc2c(c1)OCCO2)c1nc(-c2ccccc2F)oc1NCCN1CCOCC1 | ?
COc1ccc(C2C(C#N)=C(SCC(=O)c3ccccc3)NC3=C2C(=O)CC(C)(C)C3)cc1OC (stereo not drawn) | ?
Cc1nc(CNC(=O)c2cn[nH]c2-c2ccccc2)cc(=O)[nH]1 | 68%[activator]
Cc1cccnc1CN1C[C@@H](F)[C@@H](OCc2nc3ccc(F)cc3[nH]2)C1 | 64%[activator][176 µM]
CN(CCCC(=O)OC(C)(C)C)C(=O)/C=C/c1ccc(Cl)cc1 | -27%
CC(C)(C)CC(=O)NCC(O)c1ccc(Cl)cc1 (stereo not drawn) | 4%
CN(C)C[C@@H]1CN(c2ncccn2)C[C@H]1NC(=O)c1ccc(Cl)cc1 | 54%[activator]
CC(C)NC(=O)[C@@H](C)C1CC[C@@]2(C)CC[C@H](NC(=O)c3ccncc3)[C@@H](C)[C@@H]2[C@H]1O (stereo partly drawn) | 7%[176 µM]
O=C(/C=C/c1cccc(O)c1)c1cccc(Br)c1 | ?
CCOc1ccc(-c2nc(C#N)c(NCc3ccccc3Cl)o2)cc1 | ?
CN(C)c1nc2c(c(=O)[nH]1)CCN(Cc1cccc(F)c1F)CC2 | 27%
Cc1cc(C)cc(NC(=O)CN2CCC(C(=O)N3CCCC(C)C3)CC2)c1 (stereo not drawn) | 3%
C#CCN(C)CC1=Cc2ccccc2Oc2ccccc21 | -13%[57.4 µM]
Cc1cc(C)c2c(c1)C(=O)/C(=C\c1ccccc1)CC2 | 21%
Clc1ccc(CSc2cc(-c3ccccc3)c3ccccc3n2)cc1 | -6%
N#CCSc1ccccc1C(=O)NC1CC1 | 34%[activator]
CC(=O)C(Sc1ccc([N+](=O)[O-])cc1)C(C)=O | ?
Cc1cccc(NC(=S)NNC(=O)c2ccc(Br)cc2)c1 | ?
O=C(CSCc1ccc(F)cc1Br)Nc1ccc2c(c1)OCCO2 | 0%
Cc1ccccc1C(=O)N(C)Cc1ccc(-c2ccccc2)cc1 | 7%[176 µM]
COc1cccc(/C=C/C(=O)c2ccc(O)c(CCCl)c2)c1 | ?
COCC(C)Nc1nccc(C2(c3ccccc3Cl)CCNCC2)n1 (stereo not drawn) | 27%
NC[C@H]1O[C@H](O[C@H]2[C@@H](O)[C@@H](O[C@H]3O[C@H](CO)[C@@H](O)[C@H](N)[C@@H]3O)[C@H](N)C[C@@H]2N)[C@H](N)C[C@H]1O | ?
COC1C(=O)N(CC2CC2)C12CCN(C(=O)NC1CCCCC1)CC2 (stereo not drawn) | 4%
COC(=O)CC(C(=O)OC)N1CCCC1 (stereo not drawn) | ?
CC(=O)Nc1cccc(NC(=O)c2cnn(-c3ccccc3F)c2C(F)(F)F)c1C | ?
CC[C@H]1CN(C(=O)Nc2ccccc2)CC[C@H]1CC(=O)NCc1ccco1 | 36%[activator][176 µM]
COc1cccc(-c2noc(CCCc3nc(-c4cccnn4)no3)n2)c1 | 40%[activator]
COCCCNc1oc(-c2ccc(C)cc2)nc1C#N | -22%
CN1c2cc(C(=O)Nc3ccc(Cl)c(F)c3)ccc2C(=O)N2CCCCCC21 (stereo not drawn) | 8%
COc1ccccc1/C=C/c1nc(C#N)c(NCCCn2ccnc2)o1 | 16%
COc1cc(=O)n2c(c1C(=O)NC(C)c1ccco1)CCN(C(=O)c1ccnc(Cl)c1)CC2 (stereo not drawn) | 0%
Cc1cccc(-n2ccnc2SCC(=O)c2ccccc2F)c1 | -24%
Cn1cc(S(=O)(=O)N2CCC(C(=O)Nc3ccc(OC(F)F)c(Cl)c3)CC2)cc1C(N)=O | -5%
Cc1cc(=O)n2c3ccccc3nc2n1CC(=O)c1ccccc1 | ?
O=[N+]([O-])c1c(Nc2cccc(Cl)c2Cl)cc(Cl)c2nonc12 | 16µM*
CC1=C[C@@H](CC#N)[C@H](C(C)C)C[C@H]1CC(=O)NC1CC1 | 29%[176 µM]
CC(NC(=O)c1ccc[n+]([O-])c1)c1cccc2ccccc12 (stereo not drawn) | 23%
O=[N+]([O-])c1ccc(-c2cc(-c3ccccc3)nc(-c3ccccc3)c2)cc1 | 10%
CCCOc1c(I)cc(/C=C(\C#N)C(=O)OCC)cc1OC | -25%
Cc1cc(Nc2cccc(C(F)(F)F)c2)nc(NCc2ccccc2)n1 | ?
